# tim23-1 inh = tim23-1 yeast growth inhibition | S. cerevisiae tim23-1 growth, BacTiter-Glo luminescence, 24 h | inhibition, % at 20 µM | 330,000 tested, 1.3% active | AID 463212;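 active means growth inhibition of the mutant yeast at or above 50%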;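 further: temperature-sensitive mutant grown at 25 °C; plate controls were DMSO-treated mutant yeast for no effect and medium wells lacking yeast for full effect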
# CXCR6 inh = blocks human CXCR6 beta-arrestin recruitment; O00574; CHO-K1 PathHunter CXCR6 beta-arrestin, luminescence; inhibition, % at 20 µM; 360,000 tested, 0.36% active; AID 602244; in the data active means inhibition above about 34%, passing the limit was not always enough;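 further: antagonist mode with CXCL16 agonist at 10 nM final; 0% = 10 nM CXCL16 with DMSO and 100% = unstimulated wells without agonist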
# Mdm2-MdmX inh = human Mdm2/MdmX binding inhibition; O15151+Q00987; inhibition, % at 8 µM; SaOS-2 split-luciferase Mdm2/MdmX complementation, luminescence; 330,000 tested, 3% active;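 active means inhibition of at least 50% at 8 µM in the primary screen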
# Target sequence (O15151 whole entry, looked up): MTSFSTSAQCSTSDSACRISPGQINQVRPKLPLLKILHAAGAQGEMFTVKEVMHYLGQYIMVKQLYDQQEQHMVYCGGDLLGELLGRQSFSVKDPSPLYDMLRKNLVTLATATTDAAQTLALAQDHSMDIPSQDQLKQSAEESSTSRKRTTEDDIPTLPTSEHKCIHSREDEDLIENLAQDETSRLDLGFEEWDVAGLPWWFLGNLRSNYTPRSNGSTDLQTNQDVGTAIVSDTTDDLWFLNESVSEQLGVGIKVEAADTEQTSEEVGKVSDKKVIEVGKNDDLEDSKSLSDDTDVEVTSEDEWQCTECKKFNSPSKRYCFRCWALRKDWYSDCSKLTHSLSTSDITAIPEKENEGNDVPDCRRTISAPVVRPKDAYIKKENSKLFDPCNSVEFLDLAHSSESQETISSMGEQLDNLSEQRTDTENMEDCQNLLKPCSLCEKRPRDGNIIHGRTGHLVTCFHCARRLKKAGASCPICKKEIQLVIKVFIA
# Target sequence (Q00987 whole entry, looked up): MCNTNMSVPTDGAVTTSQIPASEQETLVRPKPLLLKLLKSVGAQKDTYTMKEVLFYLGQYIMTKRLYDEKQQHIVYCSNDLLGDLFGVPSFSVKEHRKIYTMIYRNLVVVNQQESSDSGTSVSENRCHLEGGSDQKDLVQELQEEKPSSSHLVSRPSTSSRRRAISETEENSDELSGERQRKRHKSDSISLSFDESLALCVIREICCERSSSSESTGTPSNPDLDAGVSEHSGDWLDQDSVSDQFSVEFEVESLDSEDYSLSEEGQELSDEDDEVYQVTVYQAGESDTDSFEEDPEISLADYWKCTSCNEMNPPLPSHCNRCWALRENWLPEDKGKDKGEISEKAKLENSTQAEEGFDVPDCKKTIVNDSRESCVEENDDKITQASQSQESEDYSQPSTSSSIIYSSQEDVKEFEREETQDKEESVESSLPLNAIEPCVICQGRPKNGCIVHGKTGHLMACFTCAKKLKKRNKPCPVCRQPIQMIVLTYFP
# APJ antagonist = APJ receptor antagonism. P35414. CHO-K1 APJ beta-arrestin complementation, luminescence. inhibition, % at 20 µM. 330,000 tested, 0.32% active;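 active means inhibition above about 40% at 20 µM, limit read from the data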;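 further: cells challenged with 10 nM apelin-13 agonist together with compound; plate controls were apelin-13 plus DMSO wells for no effect and DMSO wells lacking apelin-13 for full effect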
# EBI2 antag = EBI2 (human) antagonism. P32249. EBI2 beta-arrestin recruitment, luminescence, 7a,25-OHC stimulated. inhibition, % at 5 µM. 360,000 tested, 0.81% active. AID 651636; in the data active means inhibition above about 38%;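 further: enzyme fragment complementation signal reports receptor beta-arrestin coupling in cells; 0% = agonist plus DMSO wells and 100% = wells without agonist; some results beyond the cut were filed as inactive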
# APJ agonist = agonists of human APJ apelin receptor | P35414 | CHO-K1 APJ PathHunter beta-arrestin, luminescence; 0% DMSO wells, 100% apelin | activation, % at 20 µM | 330,000 tested, 0.11% active;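 active means activation more than six SD over the plate average, tested at 20 µM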;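 further: 0% = DMSO alone and 100% = apelin-13 at 10 nM; some results filed as inactive read as strong as hits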
#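 Incubation: overnight seeding, 90 min compound at 25 °C, 1 h detection; test system: PathHunter CHO-K1 APJ (AGTRL-1) beta-arrestin reporter cells; amount: 1000 cells/well; doses: one dose, 20 µM compound, 1% DMSO; measured by: beta-gal luminescence; measure: agonist-driven arrestin binding to APJ; benchmarks: negative DMSO alone, positive Apelin-13 at 10 nM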
# UPR XBP1 act = adaptive UPR (XBP1) activation; CHO-XBP1 luciferase reporter, IRE1-XBP1 UPR activation, luminescence; percent of tunicamycin response, DMSO as zero; activation, % at 20 µM; 330,000 tested, 0.33% active;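 active means versus positive control, 20 µM dose yields 30% or more activation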;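 further: 100% = tunicamycin at 10 µg/mL and 0% = DMSO only wells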
#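 Material: CHO-XBP1 cells stably carrying IRE1-XBP1-driven luciferase reporter | Medium: F12 with 10% serum | Compound dosing: 20 µM single concentration, DMSO 1% | Incubation: Overnight seeding at 37 °C, 6 h compound treatment at 37 °C | Detection: Steady-Glo luminescence read | Read-out basis: % activation of reporter signal versus tunicamycin and DMSO controls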
# CHOP UPR activ = activators of apoptotic arm of unfolded protein response (CHOP); CHO-CHOP luciferase reporter, UPR activation, luminescence; percent of tunicamycin response over DMSO baseline; activation, % at 10 µM; 330,000 tested, 0.34% active; AID 449763;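 active means at 10 µM dose, activation of 40% or more, normalized to positive control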;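 further: 100% = tunicamycin at 10 µg/mL and 0% = DMSO alone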
#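 Dosing – one dose, 10 µM in 0.5% DMSO · System – CHO-CHOP cells, stable luciferase reporter of PERK-eIF2a-CHOP signalling · Input – 500 cells/well · Control set – tunicamycin 10 µg/mL final as positive, DMSO-only wells as negative · Timing – 6 h compound treatment, 37 °C · Measure – % activation vs tunicamycin · Technique – luminescence read with Steady-Glo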
# CCR6 antag = CCR6 (human) receptor antagonism; CHO-K1 CCR6 PathHunter beta-arrestin, luminescence, CCL20-stimulated; 340,000 tested, 0.49% active; inhibition, % at 20 µM; AID 493098;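 active means compounds whose inhibition of the agonist-driven luminescence signal at 20 µM reaches about 50%, limit read from the data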;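 further: cells stimulated with CCL20 at 14 nM final; plate controls were DMSO with CCL20 for no effect and DMSO without agonist for full effect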
# * hit, by the source's call; . = not tested or not shown. A portion of the library (hit frequency here may not be typical).
SMILES,tim23-1 inh,CXCR6 inh,Mdm2-MdmX inh,APJ antagonist,EBI2 antag,APJ agonist,UPR XBP1 act,CHOP UPR activ,CCR6 antag
CCNC(=O)CCSc1nnc(-c2ccncc2)o1,-1.7,7.3,-34.6,-25.0,2.5,-1.3,-1.0,-0.6,-3.6
O=C(COC(=O)CC(c1ccccc1)c1ccccc1)Nc1c(F)cccc1F,17.4,.,-7.1,16.4,.,-3.5,-3.7,-1.6,.
CN(CC(=O)Nc1ccc(F)c(F)c1F)C(=O)c1cc(-c2ccncc2)nc2ccccc12,18.2,-14.2,5.2,7.8,14.5,-3.4,-2.8,1.3,4.6
O=C(Nc1cccc(S(=O)(=O)Nc2ccccc2Cl)c1)c1ccc(Cl)nc1,5.3,7.9,5.0,6.1,5.6,0.9,-0.9,0.4,16.0
O=C(NCCN1CCCCC1)Nc1ccccc1,-5.3,7.9,18.0,2.3,-21.7,-4.3,-2.8,-0.8,-10.2
COc1ccc2cc(/C=N/NC(=O)CN(c3ccccc3)S(=O)(=O)c3ccccc3)c(Cl)nc2c1,-7.0,.,45.5,-1.2,.,.,4.4,2.6,.
Cc1ccc(NC(=O)CN(C)C(=O)COc2ncnc3ccc(Br)cc23)cc1,-10.5,7.0,27.8,-48.8,-10.7,0.3,-2.3,-2.3,-7.2
NNc1ccc2nncn2n1,-17.1,-0.1,-6.3,9.1,-0.1,-1.6,-2.4,0.8,-10.2
CS(=O)(=O)N1CCc2nc(-c3ccccc3)sc2C1,-10.5,0.9,-52.0,-20.1,1.2,-1.6,-1.2,5.0,9.0
Cc1ccc(/C=C/C(=O)O)cc1S(=O)(=O)NCc1cccnc1,3.3,1.2,14.0,11.5,2.6,-2.8,-1.5,-0.6,3.1
CSc1ccc(C(=S)N2CCN(Cc3ccccc3)CC2)cc1,29.1,5.8,-7.0,7.5,31.6,-3.1,-2.9,-1.8,8.9
Cc1ccc(OCC(=O)NNC(=O)c2ccccc2OCc2c(C)noc2C)cc1,18.8,3.4,-26.2,-51.6,6.7,2.1,-1.7,-1.7,10.1
COc1cccc(NC(=O)c2ccc(-n3cnnn3)cc2)c1,-5.5,0.9,14.8,-0.8,27.3,-1.1,-0.6,2.0,7.2
COC(=O)c1ccc(NC(=O)COC(=O)COc2cccc3c2OC(C)(C)C3)cc1,11.0,0.0,3.0,4.6,-3.8,-3.4,0.9,4.5,2.4
COc1ccccc1C(=O)NCc1ccc(-c2nc3ccccc3s2)cc1,13.0,-3.2,11.6,7.4,-7.0,0.0,-5.4,-0.2,-4.5
Cc1[nH]n(-c2cccc(Cl)c2)c(=O)c1-c1ccccc1,-22.2,-2.2,13.2,-0.5,-6.6,-2.1,-1.0,0.6,-7.8
CC(C)(C)OC(=O)[C@H](Cc1ccccc1)NC(=O)c1nc[nH]c1C(=O)NCC(=O)OCc1ccccc1,15.5,1.0,13.4,-9.5,-16.2,3.6,-1.5,-1.2,5.0
COc1ccccc1-c1c(C)nn2c(NCCN3CCCC3)cc(C)nc12,8.6,1.1,1.4,19.0,-2.2,-2.7,-1.7,2.6,8.5
c1cn(C23CC4CC(CC(C4)C2)C3)cn1,-14.3,-5.5,-7.2,13.8,-2.3,-1.1,0.9,1.8,-21.1
Cc1ccc(C(=O)CC(=O)COc2ccc(Cl)cc2C)cc1,1.1,14.6,4.0,2.7,0.1,-2.9,-2.5,-1.1,16.8

# Quoted from the entries so far for reference:
SMILES,tim23-1 inh,CXCR6 inh,Mdm2-MdmX inh,APJ antagonist,EBI2 antag,APJ agonist,UPR XBP1 act,CHOP UPR activ,CCR6 antag
Cc1ccc(NC(=O)CN(C)C(=O)COc2ncnc3ccc(Br)cc23)cc1,-10.5,7.0,27.8,-48.8,-10.7,0.3,-2.3,-2.3,-7.2
NNc1ccc2nncn2n1,-17.1,-0.1,-6.3,9.1,-0.1,-1.6,-2.4,0.8,-10.2
CS(=O)(=O)N1CCc2nc(-c3ccccc3)sc2C1,-10.5,0.9,-52.0,-20.1,1.2,-1.6,-1.2,5.0,9.0
Cc1ccc(/C=C/C(=O)O)cc1S(=O)(=O)NCc1cccnc1,3.3,1.2,14.0,11.5,2.6,-2.8,-1.5,-0.6,3.1
CSc1ccc(C(=S)N2CCN(Cc3ccccc3)CC2)cc1,29.1,5.8,-7.0,7.5,31.6,-3.1,-2.9,-1.8,8.9
Cc1ccc(OCC(=O)NNC(=O)c2ccccc2OCc2c(C)noc2C)cc1,18.8,3.4,-26.2,-51.6,6.7,2.1,-1.7,-1.7,10.1
COc1cccc(NC(=O)c2ccc(-n3cnnn3)cc2)c1,-5.5,0.9,14.8,-0.8,27.3,-1.1,-0.6,2.0,7.2
COC(=O)c1ccc(NC(=O)COC(=O)COc2cccc3c2OC(C)(C)C3)cc1,11.0,0.0,3.0,4.6,-3.8,-3.4,0.9,4.5,2.4
COc1ccccc1C(=O)NCc1ccc(-c2nc3ccccc3s2)cc1,13.0,-3.2,11.6,7.4,-7.0,0.0,-5.4,-0.2,-4.5
Cc1[nH]n(-c2cccc(Cl)c2)c(=O)c1-c1ccccc1,-22.2,-2.2,13.2,-0.5,-6.6,-2.1,-1.0,0.6,-7.8
CC(C)(C)OC(=O)[C@H](Cc1ccccc1)NC(=O)c1nc[nH]c1C(=O)NCC(=O)OCc1ccccc1,15.5,1.0,13.4,-9.5,-16.2,3.6,-1.5,-1.2,5.0
COc1ccccc1-c1c(C)nn2c(NCCN3CCCC3)cc(C)nc12,8.6,1.1,1.4,19.0,-2.2,-2.7,-1.7,2.6,8.5
c1cn(C23CC4CC(CC(C4)C2)C3)cn1,-14.3,-5.5,-7.2,13.8,-2.3,-1.1,0.9,1.8,-21.1
Cc1ccc(C(=O)CC(=O)COc2ccc(Cl)cc2C)cc1,1.1,14.6,4.0,2.7,0.1,-2.9,-2.5,-1.1,16.8

# Back to the main list, repeating the 2 entries before the break.
SMILES,tim23-1 inh,CXCR6 inh,Mdm2-MdmX inh,APJ antagonist,EBI2 antag,APJ agonist,UPR XBP1 act,CHOP UPR activ,CCR6 antag
c1cn(C23CC4CC(CC(C4)C2)C3)cn1,-14.3,-5.5,-7.2,13.8,-2.3,-1.1,0.9,1.8,-21.1
Cc1ccc(C(=O)CC(=O)COc2ccc(Cl)cc2C)cc1,1.1,14.6,4.0,2.7,0.1,-2.9,-2.5,-1.1,16.8
COc1ccc(-c2nc3ccccc3c(=O)n2CCOc2ccccc2C)cc1,0.5,2.8,16.0,17.4,4.3,-3.7,-3.4,-2.3,25.9
CCOc1ccc(C(=O)NCC(=O)NCC(c2ccc(OC)cc2)N2CCCC2)cc1 (stereo unspecified),-60.3,6.3,25.4,3.5,15.1,-5.6,4.0,-1.1,16.1
CCn1c(CNC(=O)c2ccco2)nnc1SCC(=O)c1ccc(OC)cc1,9.7,12.4,10.0,14.6,-10.2,-3.7,-1.6,0.4,12.6
COc1ccc(OCCCn2cc(/C=C3/C(=N)N4C=C(C)SC4=NC3=O)c3ccccc32)cc1,13.7,12.2,65.1*,14.7,13.2,-2.4,1.4,2.8,32.9
Cc1ccc(-c2csc(NC(=O)C3CC=CCC3C(=O)O)c2C(=O)OC(C)C)cc1 (stereo unspecified),19.4,-14.2,8.0,9.9,-0.1,0.5,-1.1,-2.7,9.4
CN1c2ccccc2-c2nc3ccccc3n2C1c1ccncc1 (stereo unspecified),8.9,9.4,-21.8,-4.1,-8.0,-1.4,-2.4,1.9,-2.1

# Screening results from PubChem BioAssay.
